# Screens deposited in PubChem BioAssay by several laboratories.
# JMJD2C inh: blocks human GASC-1 demethylase activity; GST-JMJD2C(1-420) H3K9me3 demethylation, DELFIA europium; inhibition, % at 2.35 µM; 330,000 compounds, 0.069% hits; AID 2099;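 active = more than half of a compound's replicate wells show inhibition beyond 50%, single wells judged on their own value; inconclusive = some, but no more than half, of replicates pass 50% inhibition; inactive = no replicate passes 50% inhibition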;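 note: signal counts dimethyl H3K9 product captured on neutravidin plate; 0% = median of DMSO wells and 100% = 0.3 times that DMSO median; strong numbers were not always called active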
# GRK2 aptamer HTS: human GRK2 inhibition via aptamer displacement. 330,000 compounds, 0.59% hits. AID 488847. P25098. inhibition of aptamer binding, % at 10 µM. bead flow cytometry, FAM-aptamer displacement from GRK2;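 active = inhibition of aptamer binding above 40%, roughly 3 SD of noise, on plates passing a quality check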;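 note: median bead fluorescence of bound FAM aptamer so fluorescent compounds give negative values; no value below 0 was filed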
# Target sequence (P25098 whole entry, looked up): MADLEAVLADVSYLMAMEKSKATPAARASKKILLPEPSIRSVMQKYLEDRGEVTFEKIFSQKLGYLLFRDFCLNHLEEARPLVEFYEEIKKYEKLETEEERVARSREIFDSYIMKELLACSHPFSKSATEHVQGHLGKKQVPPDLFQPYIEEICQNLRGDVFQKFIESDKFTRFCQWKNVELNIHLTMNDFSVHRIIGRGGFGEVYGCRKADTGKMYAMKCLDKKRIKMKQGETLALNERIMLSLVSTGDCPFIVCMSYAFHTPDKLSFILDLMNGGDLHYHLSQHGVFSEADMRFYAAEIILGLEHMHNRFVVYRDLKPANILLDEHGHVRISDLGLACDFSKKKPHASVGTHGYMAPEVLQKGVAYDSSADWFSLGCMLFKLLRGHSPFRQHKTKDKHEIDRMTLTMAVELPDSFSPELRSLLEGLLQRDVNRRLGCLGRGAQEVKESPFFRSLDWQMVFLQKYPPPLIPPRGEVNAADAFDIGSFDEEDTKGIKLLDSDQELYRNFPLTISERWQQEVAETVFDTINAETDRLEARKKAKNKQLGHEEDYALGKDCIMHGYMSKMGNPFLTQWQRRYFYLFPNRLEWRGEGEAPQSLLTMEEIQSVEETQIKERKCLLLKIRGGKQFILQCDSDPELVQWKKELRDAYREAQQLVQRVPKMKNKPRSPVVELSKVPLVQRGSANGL
# RPL19A TOR yeast: modulators of TOR pathway RPL19A-GFP in S. cerevisiae; 330,000 compounds, 0.3% hits; percent response vs DMSO, % at 10 µM; S. cerevisiae RPL19A-GFP strain, flow cytometry, 3 h; active compounds read low;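 active = percent response vs DMSO below 50%; inconclusive = fewer than 70 events counted for the yeast strain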;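 note: median channel GFP fluorescence of the barcoded RPL19A-GFP strain; ratio of sample median GFP to plate DMSO average so 100% = DMSO; lower means less RPL19A-GFP as with rapamycin TOR inhibition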
# MEP2-GFP yeast: alters MEP2-GFP fluorescence in TOR pathway yeast screen. S. cerevisiae MEP2-GFP strain, flow cytometry GFP, 3 h; 100% = DMSO control level. 330,000 compounds, 0.51% hits. AID 2016. GFP response vs DMSO, % at 10 µM;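 active = GFP response versus DMSO above a set limit, roughly screen mean plus 3 SD, cut at about 180% in these data; inconclusive = fewer than 70 cells counted for a yeast strain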;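 note: median GFP fluorescence of the barcode-gated MEP2-GFP cells per well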
# AGP1 TOR yeast: modulators of TOR pathway AGP1-GFP in S. cerevisiae; S. cerevisiae AGP1-GFP multiplex flow cytometry, 3 h; GFP as percent of DMSO wells; GFP response vs DMSO, % at 10 µM; 320,000 compounds, 0.02% hits; AID 2066;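 active = GFP response relative to DMSO above a set limit, near screen average plus 3 SD, cut at about 150% in these data; inconclusive = fewer than 70 cells counted for the yeast strain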;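 note: median GFP channel fluorescence of the gated AGP1 strain per well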
# VLA-4 inh: inhibition in a human VLA-4 binding assay. 330,000 compounds, 0.2% hits. P13612. inhibition, % (about 7 µM as worked out from the volumes in the protocol). VLA-4 expressing cells, ligand binding flow cytometry; in the data active = inhibition above about 50%
# CIT2 TOR yeast: alters CIT2-GFP fluorescence in TOR pathway yeast screen; S. cerevisiae CIT2-GFP strain, flow cytometry, 3 h; 100 means same as DMSO wells; GFP response vs DMSO, % at 10 µM; 320,000 compounds, 0.065% hits;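 active = GFP response relative to DMSO above a set limit, near the screen mean plus 3 SD, cut at about 150% in these data; inconclusive = Fewer than 70 cells measured for a yeast strain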;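 note: ratio of well median GFP fluorescence to mean of DMSO wells on the plate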
# LAP4-GFP MLPCN: modulators of TOR pathway LAP4-GFP in S. cerevisiae | S. cerevisiae LAP4-GFP multiplex, flow cytometry GFP, 3 h; median GFP as percent of DMSO wells | GFP response vs DMSO, % at 10 µM | 320,000 compounds, 0.34% hits;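 active = GFP response vs DMSO above a set limit, about the screen mean plus 3 SD, cut at about 150% in these data; inconclusive = under 70 cell events counted for the yeast strain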
# The depositor's hits bear a star; i = inactive; ? = inconclusive; . = not tested or not shown; [ ] = dose if it differs, or a comment.
SMILES,JMJD2C inh,GRK2 aptamer HTS,RPL19A TOR yeast,MEP2-GFP yeast,AGP1 TOR yeast,VLA-4 inh,CIT2 TOR yeast,LAP4-GFP MLPCN
COc1ccc(-c2nc(SC(C)C(=O)c3c(N)n(C)c(=O)n(C)c3=O)n[nH]2)cc1 (stereo not drawn),8,0,96,97,90,-2,84,87
O=C(c1cc2ccccc2oc1=O)N(Cc1cccs1)Cc1cccs1,11,1,98,102,94,12,89,92
Cc1cccc(CN2CCCC(C(=O)N3CCCCC3)C2)c1 (stereo not drawn),-5,0,85,89,93,1,87,.
Cc1csc(SCC(=O)N(C)c2c(N)n(Cc3ccccc3)c(=O)[nH]c2=O)n1,8,0,97,92,97,9,97,108
C=CCNC(=O)CC(=O)N/N=C/c1ccc(F)cc1,-6,2,102,98,96,6,101,89
Cc1ccccc1OCC(=O)N(CC(C)C)c1c(N)n(CC(C)C)c(=O)[nH]c1=O,-1,0,108,113,98,-6,98,102
CCCCCCCc1n[nH]c(=S)n1Cc1ccccc1,20,2,100,98,103,0,98,108
CCOC(=O)N1CCC(NC(=O)C(NS(=O)(=O)c2ccc3c(c2)CCN3C(=O)CC)C(C)C)CC1 (stereo not drawn),-10,2,105,105,109,15,103,113
CN(CC(=O)Nc1ccc(Cl)c(C(F)(F)F)c1)C(=O)c1ccc2c(c1)NC(=O)CS2,3,5,99,96,103,23,103,101
O=S(=O)(NCCc1ccccc1)c1ccc(-n2cnnn2)cc1,-28,3,100,99,101,-4,100,94
CCN(Cc1ccccc1)C(=O)COC(=O)CNC(=O)c1ccc(C)s1,-5,0,98,101,99,-11,103,90
COc1ccccc1-c1ocnc1C(=O)N1CCN(S(=O)(=O)c2ccc(NC(C)=O)cc2)CC1,6,1,104,100,102,9,105,100
C1=CCN(Cc2ccccc2)C1,1,2,102,94,90,-3,93,106
Cc1nsc2c1ccc1ccccc12,9,0,112,113,108,12,110,96
Cc1cccc(NS(=O)(=O)c2ccc(C)c(C(=O)NCc3ccncc3)c2)c1,-11,0,102,101,109,-6,105,102
CS/C(=N\S(=O)(=O)c1cccs1)Nc1ccc(Br)cc1F,5,2,99,96,95,22,84,103
O=c1[nH]c2cc3c(cc2cc1CN(CCN1CCOCC1)C(=S)NCC1CCCO1)OCO3 (stereo not drawn),-3,3,106,108,113,-11,111,106
CCCCN1C(C(=O)Nc2ncccn2)=C(O)c2ccccc2S1(=O)=O,-9,4,94,106,106,0,86,112
Nc1n[nH]c(-c2cccc([N+](=O)[O-])c2)n1,-1,0,100,105,99,28,100,93
O=C(CCS(=O)(=O)c1ccccc1)N1CCN(c2ccccc2)CC1,-1,0,96,91,96,-5,97,91
COc1cccc(CNc2ncnc3cc(OC)c(OC)cc23)c1,1,2,93,95,97,7,93,94
Cn1c(=O)c2c(nc(N3CCN(Cc4ccccc4)CC3)n2CC(=O)c2ccccc2)n(C)c1=O,2,0,101,103,99,-6,.,97
C=CCn1c(C)cc(C2=NNC(=NCC)SC2)c1C,5,0,107,115,102,3,108,100
COc1ccccc1/C=C/C1(C(=O)NC2CCCC2)CC(=O)N1c1ccc(C)cc1 (stereo not drawn),-8,1,97,98,.,-6,100,95
CCc1nc(Nc2ccc(F)cc2)c2oc3ccccc3c2n1,-3,1,98,103,83,-2,93,99
Cn1c(NCCCN2CCOCC2)nc2c1c(=O)n(Cc1ccc(Cl)cc1)c(=O)n2C,-13,0,101,100,97,-6,100,96
CCCn1cc(S(=O)(=O)CC(=O)N2CCc3ccccc32)c2ccccc21,0,0,99,102,99,0,102,101
COc1ccc(-n2c(SCC(=O)N3CCOCC3)nc(O)c(Cc3ccccc3)c2=O)cc1,-4,2,101,101,102,13,102,103
CC(C)C(=O)NC(=S)Nc1ccc(S(=O)(=O)NC2CCCCC2)cc1,-2,0,97,97,99,-5,90,98
CCc1nnc(NS(=O)(=O)c2ccc(N/C=C/C(=O)c3ccc(C)cc3)cc2)s1,5,0,98,90,98,7,102,94
CC(CNS(=O)(=O)c1ccccc1)Sc1ncccn1 (stereo not drawn),2,2,93,104,104,21,113,103
Cc1cc(C(=O)O)cc(S(=O)(=O)NNC(=O)c2cccs2)c1C,23,1,112,94,106,8,109,97
Cc1cc(NC(=O)c2ccc(COc3ccccc3Cl)o2)no1,-14,0,99,99,91,-17,97,95
CSc1cccc(N2C(=O)C3CCCN3C2=S)c1 (stereo not drawn),-8,2,104,109,100,47,102,100
CCC(C)N(C(=O)COC(=O)c1[nH]c(C)c(C(C)=O)c1C)C1CCS(=O)(=O)C1 (stereo not drawn),12,0,96,102,101,6,98,104
CCN(Cc1ccccc1)Cc1ccc(OCc2ccccc2)cc1,15,1,100,102,89,15,98,81
COc1ccc(NC(=O)CN(C)C(=O)c2cccc(S(=O)(=O)N3CCN(C)CC3)c2)cc1,?,2,96,99,94,9,88,99
CCOC(=O)N1CCN(C(=O)C2CCN(S(=O)(=O)c3cc(Cl)ccc3Cl)CC2)CC1,1,0,103,105,100,-5,95,100
CCCOP(=O)(c1ccc(N(C)C)cc1)C(O)c1ccccc1OC (stereo not drawn),-11,0,100,106,102,-2,104,94
Cc1cc(NC(=O)CCCN2C(=O)/C(=C/c3cccs3)SC2=S)no1,3,2,105,107,105,17,97,98

# Complete entries as entered above:
# `Cc1cc(C(=O)O)cc(S(=O)(=O)NNC(=O)c2cccs2)c1C` is listed as JMJD2C inh = 23; GRK2 aptamer HTS = 1; RPL19A TOR yeast = 112; MEP2-GFP yeast = 94; AGP1 TOR yeast = 106; VLA-4 inh = 8; CIT2 TOR yeast = 109; LAP4-GFP MLPCN = 97
# `CSc1cccc(N2C(=O)C3CCCN3C2=S)c1` (stereo not drawn) is listed as JMJD2C inh = -8; GRK2 aptamer HTS = 2; RPL19A TOR yeast = 104; MEP2-GFP yeast = 109; AGP1 TOR yeast = 100; VLA-4 inh = 47; CIT2 TOR yeast = 102; LAP4-GFP MLPCN = 100

# The list goes on.
SMILES,JMJD2C inh,GRK2 aptamer HTS,RPL19A TOR yeast,MEP2-GFP yeast,AGP1 TOR yeast,VLA-4 inh,CIT2 TOR yeast,LAP4-GFP MLPCN
C=CCN(C(=O)CNC(=O)c1ccco1)C(C(=O)NC1CCCC1)c1cccs1 (stereo not drawn),-8,3,98,102,99,12,104,100
Cc1cc(=O)n2nc(N3CCCC(C(=O)NCc4cccc(Cl)c4)C3)sc2n1 (stereo not drawn),1,4,99,102,98,9,103,92
Cc1csc(NC(=O)CCCSc2nc3ccccc3s2)n1,-3,0,102,87,101,14,77,122
CCOc1ccc(Cn2c(O)cc(=O)[nH]c2=O)cc1,-17,1,89,98,90,4,102,98
CNC(=O)N1CCC(C(=O)c2c(C)c(C)c(C)c(C)c2C)CC1,-6,0,104,107,95,1,97,91
COc1ccc(CNC(=O)C2CCN(S(=O)(=O)c3cccc4nsnc34)CC2)cc1,-1,3,15*[may fluoresce violet],146[may fluoresce violet],?,5,?,83[may fluoresce violet]
CCOC(=O)n1c(=O)n(Cc2ccc(F)cc2)c2ccccc21,-2,0,96,101,94,0,89,105
COc1ccc(CNC(=O)COc2cccnc2[N+](=O)[O-])cc1,23,19,99,100,101,-7,109,95
Cc1c(O)cc2c(c1O)C(=O)CC(c1ccccc1)O2 (stereo not drawn),19,4,102,107,99,-19,95,103
O=C(Cn1c(=O)oc2cc(S(=O)(=O)N3CCc4ccccc43)ccc21)N1CCCCC1,-29,0,101,92,102,-2,100,91
CCCCOC(=O)c1ccc(NC(=O)CSc2nnnn2C)cc1,4,0,91,94,.,2,86,93
CC(=O)C(Cc1ccc(Cl)nc1)(Cc1ccc(Cl)nc1)C(C)=O,i,0,103,104,104,-9,106,102
COc1ccc(NC(=O)COc2nsnc2N2CCOCC2)cc1,-4,0,110,107,98,9,98,108
O=C(CN(Cc1ccco1)C(=O)CCC(=O)Nc1ccccn1)NCc1ccccc1,1,2,103,104,103,-13,101,96
CC1CCN(C(=O)CSCC(=O)Nc2nc(-c3cccs3)cs2)CC1,-19,1,104,101,91,-11,100,113
O=C(C1CCN(S(=O)(=O)c2cccc3nsnc23)CC1)N1CCCCC1,4,2,99,103,99,3,97,94

# By substructure: the entries above with an NH in an aromatic ring
SMILES,JMJD2C inh,GRK2 aptamer HTS,RPL19A TOR yeast,MEP2-GFP yeast,AGP1 TOR yeast,VLA-4 inh,CIT2 TOR yeast,LAP4-GFP MLPCN
COc1ccc(-c2nc(SC(C)C(=O)c3c(N)n(C)c(=O)n(C)c3=O)n[nH]2)cc1 (stereo not drawn),8,0,96,97,90,-2,84,87
Cc1csc(SCC(=O)N(C)c2c(N)n(Cc3ccccc3)c(=O)[nH]c2=O)n1,8,0,97,92,97,9,97,108
Cc1ccccc1OCC(=O)N(CC(C)C)c1c(N)n(CC(C)C)c(=O)[nH]c1=O,-1,0,108,113,98,-6,98,102
CCCCCCCc1n[nH]c(=S)n1Cc1ccccc1,20,2,100,98,103,0,98,108
O=c1[nH]c2cc3c(cc2cc1CN(CCN1CCOCC1)C(=S)NCC1CCCO1)OCO3 (stereo not drawn),-3,3,106,108,113,-11,111,106
Nc1n[nH]c(-c2cccc([N+](=O)[O-])c2)n1,-1,0,100,105,99,28,100,93
CCC(C)N(C(=O)COC(=O)c1[nH]c(C)c(C(C)=O)c1C)C1CCS(=O)(=O)C1 (stereo not drawn),12,0,96,102,101,6,98,104
CCOc1ccc(Cn2c(O)cc(=O)[nH]c2=O)cc1,-17,1,89,98,90,4,102,98
